Screens: PubChem, several laboratories
PfM18AAP inh = PfM18AAP inhibitors, malaria aminopeptidase, primary screen, biochemical, QFRET, recombinant enzyme; M18 aspartyl aminopeptidase (Plasmodium falciparum 3D7); H-Glu-NHMec fluorogenic cleavage; inhibition, % at 7.35 µM; 1.2% of 290,000 active; AID 1822, 2009;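 active means inhibition above the campaign mean inhibition over all tested compounds plus 3 SD, cut at about 28% in these data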;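 further: 0% = plate median of test compound wells and 100% = 2 mM ZnCl2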
MEKK2 WT-MEK5 = modulators of MEK5 binding to wildtype MEKK2, primary screen, biochemical, multiplex bead flow cytometry, Alexa488-MEK5; 1.1% of 290,000 active; AID 1531, 2009; binding response (% of control), % at 10 µM; Mitogen-activated protein kinase kinase kinase 2 (Homo sapiens), Q9Y2U5; Alexa488-MEK5 binding to MEKK2 WT; actives lie on both sides; in the data active means binding response below about 67% or above about 130%
VIM-2 inhibitor = VIM-2 metallo-beta-lactamase inhibitors, primary screen, biochemical, epi-absorbance readout, Pseudomonas aeruginosa enzyme | purified VIM-2, nitrocefin hydrolysis, epi-absorbance fluorescence | inhibition, % at 5.6 µM | 0.89% of 290,000 active | AID 1527, 2009;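 active means inhibition above the mean of all tested compounds plus 3 SD, cutoff set per screening run, cut at about 7.5% in these data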;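 further: red hydrolysis product quenches plate fluorescence so inhibitors raise well fluorescence; 0% = enzyme with DMSO and 100% = DMSO without enzyme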
NS3 helicase inh = inhibitors of HCV NS3 helicase, primary screen, biochemical, Cy5 molecular beacon fluorescence; inhibition, % at 10.9 µM; NS3 helicase DNA unwinding; Hepatitis C virus NS3 helicase; 0.56% of 290,000 active;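 active means inhibition above the mean of all tested compounds plus 3 SD, set per campaign, cut at about 35% in these data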;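 further: 0% = DMSO wells and 100% = thioflavine S control wells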
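System: NS3 helicase fragment of HCV / Schedule: 1 h at 25 °C / Control set: DMSO alone as 0% and 110 µM thioflavine S as 100% / Reagent: Cy5/quencher beacon DNA duplex and ATP to start / Technique: Cy5 fluorescence / Replication: singlicate / Evaluation: % inhibition of end-to-start signal ratio versus controls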
MEKK2 mut-MEK5 = MEK5 binding signal on mutant MEKK2 PB1, primary screen, biochemical, multiplex bead flow cytometry, Alexa488-MEK5; Alexa488-MEK5 binding to MEKK2 mutant; percent response, % at 10 µM; 0.35% of 290,000 active; AID 1530, 2009; in the data active means percent response above about 24%, passing the limit was not always enough; further: inactives centre near 1; some results filed as inactive read as strong as hits
SUMO HTRF inh = inhibitors of in vitro SUMOylation cascade, primary screen, biochemical, HTRF, uHTS; HTRF SUMOylation assay, SAE1/SAE2 + UBC9; inhibition, % at 35 µM; 0.36% of 290,000 active; AID 2006, 2009; in the data active means inhibition above about 50%, passing the limit was not always enough; further: strong numbers were not always called active
Target sequence (P63279 whole entry, looked up): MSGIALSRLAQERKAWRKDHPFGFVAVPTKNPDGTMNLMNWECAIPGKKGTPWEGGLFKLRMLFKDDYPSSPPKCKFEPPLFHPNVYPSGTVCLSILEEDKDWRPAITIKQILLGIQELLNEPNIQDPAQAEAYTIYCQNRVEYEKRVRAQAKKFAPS
NALP1 yeast inh = NALP1 inflammasome inhibitors in reconstituted yeast, colorimetric, S. cerevisiae, triplicate retest. S. cerevisiae NALP1/ASC/caspase-1 growth, X-gal OD620, 72 h. inhibition, % at 10 µM. 0.61% of 280,000 active; in the data active means inhibition mostly above about 24%, no sharp cut-off; inactive means mostly below about 32%; further: some compounds called inactive have numbers as strong as hits
DNA FID counter = compounds displacing fluorescent DNA intercalator, primary screen, artefact control for HCV NS3 helicase inhibitor project, biochemical, FID fluorescence. DNA fluorescent intercalator displacement. inhibition, % at 7.9 µM. 0.17% of 290,000 active. AID 1845, 2009; in the data active means inhibition above about 37%;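 further: 0% = vehicle and 100% = reference compound; higher means more ethidium bromide displaced from hairpin DNA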
IMP-1 inhibitor = IMP-1 metallo-beta-lactamase inhibitors, primary screen, biochemical, epi-absorbance readout, Pseudomonas aeruginosa enzyme. 0.45% of 290,000 active. inhibition, % at 5.6 µM. metallo-beta-lactamase IMP-1 (Pseudomonas aeruginosa). purified IMP-1, nitrocefin hydrolysis, epi-absorbance fluorescence;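 active means inhibition above the mean plus 3 SD of all compounds in the same screening run, cut at about 4.5% in these data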;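 further: 0% = IMP-1 with DMSO and 100% = DMSO wells lacking enzyme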
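System – purified recombinant IMP-1 beta-lactamase · Input – IMP-1 dispensed at 0.2 nM · Timing – 15 min preincubation plus 25 min reaction at 25 °C · Signal – Epi-absorbance fluorescence, 480 nm excitation, 530 nm emission · Measure – percent IMP-1 inhibition derived from blank-referenced optical density · Controls – Enzyme-plus-DMSO low control, enzyme-free DMSO high control · Replication – singlicate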
An asterisk follows results filed as active; nt = no result given. Compounds were not picked by outcome; any-hit rate near 4.7%.

molecule,SUMO HTRF inh,MEKK2 mut-MEK5,IMP-1 inhibitor,NALP1 yeast inh,MEKK2 WT-MEK5,PfM18AAP inh,NS3 helicase inh,DNA FID counter,VIM-2 inhibitor
CC(O)CNc1nc2c(c(=O)n(C)c(=O)n2C)n1Cc1cccc(C(F)(F)F)c1 (centres undefined),1,3,-0.8,nt,103,-10,-2,-10,0.2
O=C(NC1CCCCCCC1)c1cc(F)c(F)cc1Cl,6,-9,-0.2,16,89,-12,-6,-6,1.2
CCOc1ccc(N(CC(=O)Nc2c(C)n(C)n(-c3ccccc3)c2=O)S(=O)(=O)c2ccccc2)cc1,3,-5,2.4,-2,108,-1,3,-36,-0.8
COc1ccc2c(c1)c(C(=O)N/N=C/c1cccc(Br)c1)c(C)n2C,13,-2,-3.6,nt,98,-3,-4,-22,-4.4
Cc1c(NC(=O)Nc2ccc(Cl)cc2Cl)c(=O)n(-c2ccccc2)n1C,13,-4,-2.4,28,99,-9,-2,-6,-2.4
CCOC(=O)N/N=C1\CC(C)CC(C)(C)C1 (centres undefined),-1,5,-2.1,27,108,-5,7,-1,-3.3
CCOC(=O)N1CCN(C(=O)C2CCN(S(=O)(=O)c3ccccc3)CC2)CC1,-17,10,-2.9,6,107,-5,1,-20,-3.4
COc1cccc(CNCC2CCCO2)c1 (centres undefined),4,3,-2.0,0,102,-6,-6,3,-2.4
Cc1ccc(C(=O)CSc2nnc(-c3cccs3)n2C)o1,21,2,-4.5,-18,93,-6,0,-4,-1.1
COc1ccc(NC(=O)CN(c2ccccc2)S(=O)(=O)N(C)C)cc1OC,-15,0,-4.6,-13,101,-1,0,-7,-2.2
C=CCn1c(C(CC(C)C)CC(C)O)n[nH]c1=S (centres undefined),3,0,-2.1,22,102,16,-7,-3,-1.5
CCOC(=O)C(C)Sc1nc(-c2ccco2)cc(C(F)(F)F)c1C#N (centres undefined),-6,0,-1.7,-2,98,9,35,1,-3.2
Cc1ccc(NC(=O)CCC(=O)OC(C)C(=O)c2ccccc2)cc1 (centres undefined),-1,-3,-1.3,15,102,-2,2,-13,-0.1
Cc1cc(C)cc(C(=O)OCC(=O)NCC(F)(F)F)c1,4,-1,-2.9,5,99,-6,7,0,-1.7
O=C(NCc1ccc(Cl)cc1)C1CCCN1C(=O)Nc1ccccc1 (centres undefined),4,5,-3.2,-14,100,5,4,-4,-3.2

Later entries:
molecule,SUMO HTRF inh,MEKK2 mut-MEK5,IMP-1 inhibitor,NALP1 yeast inh,MEKK2 WT-MEK5,PfM18AAP inh,NS3 helicase inh,DNA FID counter,VIM-2 inhibitor
COc1cccc(N/C(SC)=C(/C#N)C(=O)NCc2cccs2)c1,-3,-3,-4.0,17,98,-2,-3,-17,-4.6
Cc1ccc(-n2nc3c(c2NC(=O)CC(C)C)CS(=O)(=O)C3)cc1,9,6,-0.7,9,105,-2,4,-8,-1.7
Cc1ccc(-n2c(SCC(=O)N(C)C3CCS(=O)(=O)C3)nc3ccccc3c2=O)cc1 (centres undefined),-8,-6,-1.3,-16,94,-4,1,-22,-1.4
CCN(CC)CCN1C(=O)C(=O)/C(=C(/O)c2cnn(-c3ccccc3)c2C)C1c1cccs1 (centres undefined),-21,0,-3.2,16,100,5,-2,-8,-2.0
Cc1c(NC2=NC3(CCCCC3)Cc3ccccc32)c(=O)n(-c2ccccc2)n1C,19,12,-1.4,7,109,-4,2,0,-1.5
Clc1ccc(CSc2cc3c(nn2)-c2ccccc2CC3)cc1Cl,-10,-7,-2.1,26,96,-7,-5,-3,-1.8
COC(=O)c1c(NC(C)=O)sc(C(=O)Nc2ccccc2)c1C,-1,-14,2.4,-1,75,-6,-4,-3,-3.2
CCN(C(=S)NC(=O)c1ccccc1Br)C1CCCCC1,-2,0,-1.1,26,100,-3,5,-11,-1.8
CC1CCN(S(=O)(=O)c2ccc3c(c2)oc(=O)n3CC(=O)NCc2ccc3c(c2)OCO3)CC1,-16,11,-3.0,-3,105,3,-4,-8,-4.8
CCOC(=O)N1CCN(C(=O)c2ccc3c(=O)n4c(nc3c2)CCCCC4)CC1,32,0,-0.6,13,101,0,-1,-17,-2.4
COc1ccc(-c2nc(C)c(C(C)=O)n2O)cc1,-10,-4,-1.9,-15,96,0,6,-1,-1.2
O=C(NNC(=S)Nc1cccc(C(F)(F)F)c1)c1cccc(Cl)c1,-73,-1,-1.7,15,99,-12,18,-1,-1.3
O=C(O)c1ccccc1NC(=O)c1cc2ccccc2oc1=O,2,4,-3.8,0,105,8,13,-9,3.7
COC(=O)c1cc(NC(=O)Nc2cc(OC)ccc2OC)cc(C(=O)OC)c1,1,-2,-3.4,-1,100,7,4,-11,-3.1
CCN(CC)S(=O)(=O)c1cc(C(=O)Nc2cc(C)on2)c(Cl)cc1Cl,-1,2,-3.6,2,99,1,-5,-24,-1.9

Next records:
molecule,SUMO HTRF inh,MEKK2 mut-MEK5,IMP-1 inhibitor,NALP1 yeast inh,MEKK2 WT-MEK5,PfM18AAP inh,NS3 helicase inh,DNA FID counter,VIM-2 inhibitor
CN(C(=O)c1ccc(Cl)c(S(=O)(=O)N2CCOCC2)c1)c1ccccc1C(=O)O,4,-5,0.6,0,95,-7,15,-8,0.0
CSCC[C@H](NC(=O)C(C)Oc1ccc(Cl)cc1)c1nc2ccccc2[nH]1 (some centres undefined),-13,-2,-2.9,24,100,-10,-6,-18,-1.0
CCOC(=O)Nc1cc(C(=O)OC)ccc1C,-1,0,-3.7,6,99,-1,0,-1,-3.7
CN(C)NC1CC(=O)N(c2ccccc2)C1=O (centres undefined),-2,-12,-1.0,-4,86,-5,-23,-2,-0.5
COc1ccccc1OCC(=O)Nc1ccccc1C(=O)Nc1cccc(C(=O)O)c1,5,5,-1.4,6,102,-2,6,-51,0.4
Cc1ccccc1CS(=O)(=O)c1cn(CC(=O)N2CCOCC2)c2ccccc12,27,5,-1.3,13,108,-13,-10,-26,1.8
CC(=O)N1CCN(c2ccc(NCc3ccccc3)cc2)CC1,-6,3,-12,-4,107,2,20,-11,-0.7
COc1ccc(NC(=O)CSc2nccn2C)c([N+](=O)[O-])c1,5,0,-2.6,-4,108,-3,4,-5,-5.0
CSc1ncccc1C(=O)OCC(=O)Nc1ccc(S(=O)(=O)N2CCCC2)cc1,5,1,-0.8,26,104,1,1,-17,-0.6
CCOc1ccc(S(=O)(=O)NCCc2cn3ccccc3n2)cc1,7,1,-3.0,7,104,1,-3,-3,-0.3
N=c1sccn1CC(=O)Nc1ccc(Cl)cc1[N+](=O)[O-],3,-3,-3.1,5,104,4,-8,4,-3.4
Cc1ccc(NCc2nc3ccccc3n2C)cc1C,-5,-3,-1.3,17,89,4,16,-3,-0.9
CCOC(=O)N1CCN(C(=O)CSCC(=O)Nc2nc(-c3ccc4c(c3)OCO4)cs2)CC1,-13,-1,-4.6,-9,103,-1,2,-35,-1.2
CC(=O)c1cccc(N(CC(=O)Nc2cc(C)cc(C)c2)S(C)(=O)=O)c1,-14,3,-3.9,24,98,-6,6,-15,-3.1
CS(=O)(=O)N(CC(=O)NCCc1ccccc1)C1CCCCC1,10,2,-1.8,17,100,3,3,-10,-3.3

Continued:
molecule,SUMO HTRF inh,MEKK2 mut-MEK5,IMP-1 inhibitor,NALP1 yeast inh,MEKK2 WT-MEK5,PfM18AAP inh,NS3 helicase inh,DNA FID counter,VIM-2 inhibitor
Cc1ccc(/C=N/N=C2/NC(=O)C(CC(=O)Nc3ccc(Cl)cc3)S2)o1 (centres undefined),41,15,-3.4,7,106,4,11,3,-1.0
Cc1ccc(CN2CCCN(Cc3c(C)cc(C)cc3C)S2(=O)=O)cc1,3,11,-1.5,23,110,3,-11,-20,-1.0
C=CCn1c(SC(C)C(=O)NCc2ccc3c(c2)OCO3)nnc1C1CCCCC1 (centres undefined),4,7,-1.6,21,109,1,-4,-34,-2.1
O=C1c2ccccc2-c2ccc(C(=O)N3CCOCC3)cc21,4,2,-2.6,12,108,-4,-1,4,-1.1
CCOC(=O)Cn1c(N2CCOCC2)nc2c1c(=O)[nH]c(=O)n2C,18,-5,-3.0,17,100,6,-4,1,-1.1
O=C(N/N=C/c1ccc(-c2ccccc2[N+](=O)[O-])o1)c1cncc(Br)c1,12,10,1.0,27,115,14,6,-2,-3.4
Cc1ccc(S(=O)(=O)NNC(=O)c2ccccc2O)cc1,-8,-1,-0.7,24,102,10,3,-2,-4.1
Cc1ccc(-n2cc(C(C)(C)C)[nH]c2=S)cc1,-10,0,-0.7,-5,101,7,1,-13,-2.5
CCC(C)(C)n1nnnc1C(c1cccs1)N1CCN(Cc2ccccc2)CC1 (centres undefined),3,-1,-3.6,43,100,-3,-7,2,-0.9
O=C(O)c1cc(NS(=O)(=O)c2ccc(NC3CCCCC3)c([N+](=O)[O-])c2)cc(C(=O)O)c1,24,-7,-2.7,9,97,8,9,-19,-2.6
Cc1cc(S(=O)(=O)N2CCN(c3ccccc3C)CC2)ccc1F,-5,7,-2.6,-2,103,6,5,-20,-4.2
